High-throughput results from PubChem.
NPYLR7 agonist = mosquito NPYLR7 agonism | HEK293T NPYLR7/Galpha15, GCaMP6s calcium fluorescence | activation, % at 10 µM | 270,000 tested, 0.15% active | AID 1259423; in the data active = activation above about 40%;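 also: 0% = vehicle and 100% = reference agonist at the receptor; some compounds past the cut are filed as inactive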
mcGAS inh = inhibitors of mouse cGAS | recombinant cGAS, Kinase-Glo ATP depletion luminescence | Q8C6L5 | AID 1259399 | inhibition, % at 12.5 µM | 160,000 tested, 0.15% active;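 also: 0% = negative control wells and 100% = reference inhibitor with no enzyme activity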
hcGAS lum = blocks human cGAS activity; inhibition, % at 12.5 µM; AID 1259398; 290,000 tested, 0.081% active; recombinant h-cGAS, ATP depletion, Kinase-Glo luminescence;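 also: 0% = vehicle reaction and 100% = reaction without DNA for no activity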
Target sequence (Q8N884 whole entry, looked up): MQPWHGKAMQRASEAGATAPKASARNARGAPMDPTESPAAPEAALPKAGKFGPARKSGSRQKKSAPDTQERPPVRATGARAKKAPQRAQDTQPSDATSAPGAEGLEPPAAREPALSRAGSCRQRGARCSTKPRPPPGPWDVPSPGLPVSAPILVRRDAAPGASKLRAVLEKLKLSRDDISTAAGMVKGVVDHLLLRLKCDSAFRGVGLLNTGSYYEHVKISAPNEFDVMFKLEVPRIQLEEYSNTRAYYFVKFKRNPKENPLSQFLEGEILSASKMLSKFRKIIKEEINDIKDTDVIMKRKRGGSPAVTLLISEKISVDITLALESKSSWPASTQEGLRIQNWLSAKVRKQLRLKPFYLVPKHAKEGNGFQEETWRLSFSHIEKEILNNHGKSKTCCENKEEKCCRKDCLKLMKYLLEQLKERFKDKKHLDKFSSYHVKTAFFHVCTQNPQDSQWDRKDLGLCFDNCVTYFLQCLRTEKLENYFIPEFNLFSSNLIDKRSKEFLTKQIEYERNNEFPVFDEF
The depositor's hits bear a star; nt = not tested or not shown. Rule as the data show it, unless noted: active = inhibition above about 40%; inactive = the rest.

SMILES	NPYLR7 agonist	hcGAS lum	mcGAS inh
O=C(Nn1cnc2c(cnn2-c2ccccc2)c1=O)c1ccccc1[N+](=O)[O-]	3	-10	nt
CO[C@H]1C[C@H](O[C@H]2[C@H](C)[C@@H](O[C@@H]3O[C@H](C)C[C@H](N(C)C)[C@H]3O)[C@@H](C)C[C@@]3(CO3)C(=O)[C@H](C)[C@@H](O)[C@@H](C)[C@@H](C)OC(=O)[C@@H]2C)O[C@@H](C)[C@@H]1O	-1	-2	-4
CCOC(=O)C1(C)CCN1C(=O)c1ccc2ccccc2c1 (stereo unspecified)	0	-6	nt
COc1cc(OC)c(Br)c(-n2c(C(C)N(CCC(C)C)C(=O)c3ccc(F)cc3)nc3ccccc3c2=O)c1 (stereo unspecified)	-1	4	1
c1cc(-c2ccc(CN3C[C@@H]4[C@@H]5CC[C@@H](C5)[C@@H]4C3)o2)[nH]n1	-3	-3	1
O=S(=O)(CCNc1ccc(Br)cc1)c1ccc(Cl)cc1	12	-8	-8
CCOC(=O)C1(Cc2ccccc2Cl)CCN(C(=O)CCC(=O)c2ccccc2)CC1	-8	-3	-5
O=[N+]([O-])c1ccc(Sc2ccc(F)cc2)c(S(=O)(=O)N2CCCC2)c1	10	-8	nt

Profiles, quoted from the list.
CCOC(=O)C1(C)CCN1C(=O)c1ccc2ccccc2c1 (stereo unspecified) reads NPYLR7 agonist: 0; hcGAS lum: -6; mcGAS inh: nt
COc1cc(OC)c(Br)c(-n2c(C(C)N(CCC(C)C)C(=O)c3ccc(F)cc3)nc3ccccc3c2=O)c1 (stereo unspecified) reads NPYLR7 agonist: -1; hcGAS lum: 4; mcGAS inh: 1

Next section.
SMILES	NPYLR7 agonist	hcGAS lum	mcGAS inh
CCOc1ccc(-c2nc(N)ncc2-c2ccc(Br)cc2)c(O)c1	0	-11	-10
COc1ccc(Nc2n[nH]nc2C(=O)NCc2ccc3c(c2)OCO3)cc1	-1	-5	-7
CCCC1CCc2nc(N)nc(N)c2C1 (stereo unspecified)	-1	-3	nt
O=C(Nc1ccc2c(c1)OC(F)(F)O2)c1nn(CCOc2ccccc2)c2ccccc12	20	-5	-5
CC(C)c1ccc2[nH]c3c(c2c1)CCC/C3=N\N=C/c1ccncc1	-1	1	-4
CS(=O)(=O)N1CCC(C(=O)N(CC2CCCO2)c2nc3c(F)cccc3s2)CC1 (stereo unspecified)	-5	-3	nt
CCCC1COCCN1C(=O)Cn1ccnc1CC (stereo unspecified)	-1	-1	nt
COc1ncc(-c2c(-c3ccccc3)ncn2CCn2nc(C)c(C)c2C)cn1	1	3	nt
Cc1cc(C)cc(CSCC(=O)N[C@@H]2C[C@@H](CO)N(C)C2)c1	5	-6	-17
CCc1ccc(CNc2nnnn2C)cc1	0	-1	nt
COc1ccc(Cn2cnc3cc(F)ccc3c2=O)cc1Br	16	-1	nt
COc1ncccc1NS(=O)(=O)NCc1ccccc1	nt	-3	-5
CC(C)c1nnc(NC(=O)c2sccc2OC(F)F)s1	2	-3	nt
NS(=O)(=O)c1ccc(-c2ccc(-c3ccn[nH]3)cc2)c(F)c1	8	-6	-19
CCO[C@H]1COC[C@@H]1NC(=O)c1nc2c(s1)CCCC2	2	-4	nt
CN(C)CCCn1c2c(c(SCC(=O)Nc3ccccc3Cl)nc1=O)CCCC2	-1	-3	-7

Structures shown so far that contain a nitro group on carbon (two):
SMILES	NPYLR7 agonist	hcGAS lum	mcGAS inh
O=C(Nn1cnc2c(cnn2-c2ccccc2)c1=O)c1ccccc1[N+](=O)[O-]	3	-10	nt
O=[N+]([O-])c1ccc(Sc2ccc(F)cc2)c(S(=O)(=O)N2CCCC2)c1	10	-8	nt

Next part:
SMILES	NPYLR7 agonist	hcGAS lum	mcGAS inh
COc1cc(OC)c(C2N=C(N)Nc3nc4ccccc4n32)cc1OC (stereo unspecified)	6	-5	nt
COc1ccc(-c2ccc(OCCNS(=O)(=O)c3ccccc3C(F)(F)F)nn2)cc1	-11	-4	-9
COCc1nc(N2CCN(C(=O)COCc3ccccc3)CC2)c2c3c(sc2n1)CCCC3	-11	-6	-4
Cc1c(C(=O)N2CCN(C(=O)CCl)CC2)cc(-c2ccc(Cl)cc2)n1-c1cccc(F)c1	-10	-12	-4
CSc1ccc(-c2sc(-c3cccs3)nc2C)nn1	-4	1	-5
CSc1ccc(NC(=O)N(CC(=O)Nc2c(-c3ccccc3)c(C)nn2-c2ccc(C)cc2)C(C)C)cc1	-2	-12	-6
COc1ccccc1-c1cc(C(=O)NCCCN2CCOCC2)n2nc(-c3ccccc3)cc2n1	nt	-5	-8
O=C(NN1C(=O)C2C3C=CC(C4CC34)C2C1=O)c1cccc(Cl)c1 (stereo unspecified)	6	-4	85*
CC1CCC(C(C)C)C(O[C@H]2C=CC(=O)O2)C1 (stereo partly specified)	4	-4	nt
CN(Cc1ccno1)C(=O)c1cccc(CC2CCNCC2)c1	4	1	-16
O=C(O)c1ccc(N2N=C(c3ccc(Cl)cc3)CC2c2ccccc2)cc1 (stereo unspecified)	-6	-6	-7
Cc1ccc(-n2nc(C(=O)O)c(=O)n(Cc3ccccc3F)c2=O)cc1Cl	19	-2	nt
CN(C)c1ncccc1C(=O)NCCc1ccccc1	2	0	nt
COc1ccc(C(=O)N2CCC[C@@H]2C(=O)NCCNC(=O)c2ccc(F)cc2)c(OC)c1	17	-5	-9
COc1ccc(S(=O)(=O)Oc2cc(CN(CC(C)C)C(=O)C(C)C)ccc2OC)cc1	-8	-6	-11
CC1(C(=O)NS(C)(=O)=O)CCN1C(=O)Cc1cc(F)ccc1F (stereo unspecified)	2	-9	nt
COc1ccccc1N1CCN(c2ccc(NC(=O)c3cccc(C(F)(F)F)c3)cc2C(=O)NC(C)c2ccccc2)CC1 (stereo unspecified)	10	-8	-6
CCOc1ccc(CN2CC[C@@H](c3ccc(F)cc3)[C@H](O)C2)cn1	6	0	-11
Cn1cccc1CN(Cc1ccco1)C(=O)CN(C(=O)Nc1cccc(Br)c1)C1CC1	nt	1	0
CCN(CC)CCNC(=O)C1CCN(C(=O)Nc2nccs2)CC1	-7	-4	-10
CCOc1ccc(N2C(=O)CSC2c2cccc(NS(=O)(=O)c3ccc(Br)cc3)c2)cc1 (stereo unspecified)	19	-4	-5
COc1ccc(CNC(=O)c2cn(C)c3c(=O)n(-c4ccc(C)cc4)c(=O)[nH]c23)cc1	5	-5	nt
Cc1cc(=O)c(C(=O)N2CCCC(C)C2)c(CCc2ccccc2)n1Cc1ccncc1 (stereo unspecified)	11	-6	-10
Cc1csc(SCC(=O)c2c(N)n(C3CC3)c(=O)[nH]c2=O)n1	2	-7	nt
N#Cc1ccccc1S(=O)(=O)NCc1ccc(Cn2cccn2)cc1	4	-6	-6
Cn1c2c(c3ccccc31)C[C@@H]1C[C@H]2[C@@H](O)CN1C(=O)c1cc2ccccc2s1	17	-1	-7
O=[N+]([O-])c1ccccc1CN1CCCn2cccc2C1c1ccc(Cl)c(Cl)c1 (stereo unspecified)	-4	-2	-3
CCOc1cc(N2CCOCC2)c(OCC)cc1NC(=O)C(C)Sc1nnc(NC(C)C)s1 (stereo unspecified)	3	-7	-3
CC(=O)NC(C(=O)N(C)Cc1nc2ccccc2s1)C(C)C (stereo unspecified)	1	-9	nt
Cc1cc2ncn(CC(O)Cn3cnc4sc(C)c(C)c4c3=O)c2cc1C (stereo unspecified)	8	-7	nt
Cn1cc(-c2ccncc2)c(-c2ccc(OCc3ccc4ccccc4n3)cc2)n1	-1	-6	-8
CC(=O)Nc1ccc(C(=O)N2CCOC(c3ccccc3)C2)cc1 (stereo unspecified)	-2	-5	-7
COc1ccsc1C(=O)N(C)C1CCN(C2CCOCC2)CC1	5	-6	nt
Cc1cccc(-c2cc(N)n(-c3ccc(C(=O)NCCCCc4ccccc4)cc3)n2)c1	-4	-3	-5
O=c1[nH]c(CNc2nccc(CCC(F)(F)F)n2)nc2ccccc12	23	-6	nt
Cc1cccc(C)c1Nc1c(-c2ccccn2)nc2ccc(Br)cn12	nt	-4	-5
CCc1ccc(-c2nccn2Cc2c(C)nn(CC)c2C)o1	3	-2	-9
CC(C)(C)OC(=O)N1CCSCC1CC(=O)O (stereo unspecified)	6	-8	nt
O=C(c1ccc[nH]c1=O)N1CCCC(CCc2cccc(C(F)(F)F)c2)C1 (stereo unspecified)	0	-2	-6
Cc1cc(C(F)(F)F)cc(-c2cccc(O)c2)n1	2	2	2
COCc1cnc2c(c1SCc1cc(OC)cc(OC)c1)c(=O)n(C)c(=O)n2C	7	-8	-1
CCCCCn1c(CN2CCOCC2)nc2c1c(=O)[nH]c(=O)n2C	-8	-6	nt
CCN(C/C=C/c1ccccc1)C(=O)c1cc(CN2CCC(O)CC2)on1	-1	-9	-12
Cc1noc(C)c1Cn1c(C)c(C(=O)NCCC#N)sc1=O	10	-9	nt
C=CC(C)(O)CN1CCN(Cc2nc(C(=O)N3CCN(c4ccc(F)cc4)CC3)co2)CC1 (stereo unspecified)	7	-9	nt
CCN(Cc1nccn1C)C(=O)c1ccc(N(C)Cc2cc(C)no2)nc1	3	-10	nt
O=C1/C(=C/c2ccc(Cl)cc2)C=C(c2ccccc2)N1c1ccccc1Br	1	0	1
COc1cc(/C=C2/C=c3ccccc3=C2O)cc(Cl)c1OC	6	-2	nt
Cc1cccc2c1NC1(CCN(C(=O)Nc3ccc(Cl)c(Cl)c3)CC1)NC2=O	7	4	-3
CC1CN(c2ccc(NC(=O)N(C)Cc3ccco3)cc2)CC(C)O1 (stereo unspecified)	4	-8	nt
CCOC(=O)c1c(NC(=O)C(Cl)(Cl)Cl)c(-c2cccc(F)c2)cn1C	-13	-2	1
O=S(=O)(NCc1ccccc1)NCC(CO)Cc1ccsc1 (stereo unspecified)	-4	-4	nt
COc1cccc(-n2c(-c3ccccc3)cc(C(=O)NCCC(C)C)c2C)c1	18	-9	-5
Nc1nc2c(F)cc(F)cc2s1	6	1	1
CCOC(=O)C1=C(C)OC(=N)C(C#N)C1c1ccccc1OC (stereo unspecified)	-1	-3	-3
O=C(Nc1nccs1)C1CCCN1C(=O)C12CC3CC(CC(C3)C1)C2 (stereo unspecified)	0	4	nt

The results go on.
SMILES	NPYLR7 agonist	hcGAS lum	mcGAS inh
CC(C)(C)NC(=O)N(Cc1ccc(F)cc1)Cc1ccccc1OS(=O)(=O)c1ccc(F)cc1	28	-4	-6
COc1ccc(Cl)cc1-c1nc(C=Nc2ncccc2C)c(O)o1	-13	-6	-5
CCOC(=O)CN1CCN(c2ccc(Cl)c(Cl)c2)C(=O)C1C (stereo unspecified)	0	1	nt
O=C1CSC(c2ccccc2Br)N1c1ccccn1 (stereo unspecified)	-8	-11	nt
COc1cccc(C(=O)Nc2cc(C)nn2-c2nc3ccc(OC)cc3s2)c1	-10	-4	-2
COc1ccc(NCC2(c3ccnc(C4CC4)c3)CC2)cc1	2	-5	-8
COC(=O)C(c1ccc(F)cc1Cl)C1C=CC(NC(=O)c2ccc(C(F)(F)F)c(F)c2)C1 (stereo unspecified)	3	-5	-5
O=C(Nc1ccc(F)c(Cl)c1)Nc1cccn2nc([C@@H]3O[C@H](CO)[C@@H](O)[C@H]3O)nc12	-1	1	-1

Random excerpt: 3 entries already listed
SMILES	NPYLR7 agonist	hcGAS lum	mcGAS inh
COc1ccccc1N1CCN(c2ccc(NC(=O)c3cccc(C(F)(F)F)c3)cc2C(=O)NC(C)c2ccccc2)CC1 (stereo unspecified)	10	-8	-6
O=C1/C(=C/c2ccc(Cl)cc2)C=C(c2ccccc2)N1c1ccccc1Br	1	0	1
COc1ccsc1C(=O)N(C)C1CCN(C2CCOCC2)CC1	5	-6	nt

Going on with the list.
SMILES	NPYLR7 agonist	hcGAS lum	mcGAS inh
O=C(CN(C(=O)Nc1cccc(Cl)c1Cl)C1CC1)N(CCc1c[nH]c2ccccc12)Cc1ccc(C(F)(F)F)cc1	1	-7	-3
COCCCN(CC(=O)N1CCc2sccc2C1COc1ccc(C)cc1)C(=O)c1cccc(Br)c1 (stereo unspecified)	-5	-1	-1
O=C(NCC1(c2ccccc2)CCCC1)C1CCN(c2ccccc2)C1=O (stereo unspecified)	16	-11	-10
CC(=O)Nc1cc2c(s1)C1(CCCCC1)CC(=O)N2	-6	-2	nt
COCCCN(C)C(=O)C(c1ccccc1)N1CCc2ccccc21 (stereo unspecified)	0	-7	nt
CCCc1c(C)nn(-c2ccc(C(=O)N(CC(C)C)CC(C)C)cc2)c1C	1	-6	-3
Cc1cnc(CNC(=O)c2ccccc2C2CCNC2)cn1 (stereo unspecified)	11	-5	nt
COc1ccc(C(=O)N2CCCC(C(=O)c3cccs3)C2)c(O)c1 (stereo unspecified)	19	-8	-11
Cc1nn(-c2ccccn2)c(C)c1[C@@H]1C=C[C@@H](NC(=O)N2CCOCC2)C1	-8	-6	-7
COc1cc(/C=C/CN2CCC(C(=O)NC(c3ccc(Cl)cc3)c3cnccn3)CC2)ccc1OC(C)=O (stereo unspecified)	10	2	nt
CCn1nnc2c(Nc3ccc(Cl)c(Cl)c3)ncnc21	8	-10	-8
